Sm TGR inh = qHTS Assay for the Inhibitors of Schistosoma Mansoni Peroxiredoxins; purified TGR, DTNB reduction, TNB absorbance 405 nm; Potency, µM (doses to about 114 µM), without a hit: at the highest dose activity change, negative = inhibition, usual class: inhibitors; Schistosoma mansoni thioredoxin glutathione reductase (TGR), Q962Y6; AID 485364, 2010; actives 3% (n = 360,000); further: potency means the concentration at half of the fitted maximal effect; nearly all actives have a fitted effect of over 60% in size
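Kinetic colorimetric format: TGR-catalysed, NADPH-driven DTNB reduction monitored via TNB absorbance. Enzyme dispensed at 20 nM; compound exposure 15 min at room temperature before reaction start.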
AmpC detergent = qHTS Inhibitors of AmpC Beta-Lactamase (assay with detergent) | actives 0.041% (n = 370,000) | Potency, µM (top dose mostly 114 µM), without a hit: at the highest dose activity change, negative = inhibition, usual class: inhibitors | AmpC hydrolysis of nitrocefin, absorbance 480 nm, 0.01% Triton | P00811;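 further: potency means the concentration at half of the fitted maximal effect; 0% = no-compound wells and -100% = no-enzyme wells; nearly all actives have a fitted effect of over 25% in size; some results filed as inactive show a strong effect at the top dose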
Target sequence (P00811 whole entry, looked up): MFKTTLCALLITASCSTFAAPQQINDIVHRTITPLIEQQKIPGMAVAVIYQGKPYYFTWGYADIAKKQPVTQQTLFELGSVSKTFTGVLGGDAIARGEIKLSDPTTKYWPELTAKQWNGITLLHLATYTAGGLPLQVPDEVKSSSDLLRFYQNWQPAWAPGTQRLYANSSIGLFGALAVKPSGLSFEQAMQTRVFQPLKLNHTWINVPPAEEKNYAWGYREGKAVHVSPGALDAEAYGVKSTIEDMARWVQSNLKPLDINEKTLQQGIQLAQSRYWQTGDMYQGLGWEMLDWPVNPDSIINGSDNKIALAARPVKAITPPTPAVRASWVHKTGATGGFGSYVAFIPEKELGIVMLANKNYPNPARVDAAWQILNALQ
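AmpC (5.3 nM in the dispensed reagent) in 20 mM phosphate pH 7.0 with 0.01% (detergent screen) or 0.0001% Triton X-100 was preincubated with compounds for 15 min at room temperature. Nitrocefin was then added from an 800 uM solution, and hydrolysis was followed at 480 nm.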
FBPA Giardia inh = qHTS Assay for Inhibitors of Fructose-1,6-bisphosphate Aldolase from Giardia Lamblia; A8B2U2; purified Giardia FBPA; Potency, µM (doses to about 59.6 µM), without a hit: at the top dose activity, negative = inhibition, actives largely listed as inhibitors; actives 0.71% (n = 290,000); AID 2451, 2010; further: potency means the concentration at half of the fitted maximal effect; nearly all actives have a fitted effect of over 55% in size
Target sequence (A8B2U2 whole entry, looked up): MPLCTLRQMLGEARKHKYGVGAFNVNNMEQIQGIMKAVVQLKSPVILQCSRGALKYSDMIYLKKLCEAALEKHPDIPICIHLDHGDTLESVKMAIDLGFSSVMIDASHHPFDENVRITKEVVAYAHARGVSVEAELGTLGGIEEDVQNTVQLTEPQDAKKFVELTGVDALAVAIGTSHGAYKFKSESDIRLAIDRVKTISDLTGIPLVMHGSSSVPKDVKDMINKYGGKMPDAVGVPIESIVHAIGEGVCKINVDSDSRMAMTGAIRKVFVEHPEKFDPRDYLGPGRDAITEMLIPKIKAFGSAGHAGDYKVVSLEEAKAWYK
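Giardia FBPA (40 nM reagent) was preincubated 10 min at RT with compound (up to 57.5 uM final), then substrate plus GAPDH/TPI/NAD/arsenate coupling system with diaphorase/resazurin was added; resorufin fluorescence (525/598 nm) was read after 20 min.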
HCMV inh = qHTS Assay for inhibitors of the human cytomegalovirus (HCMV); AID 1259415, 2018; HFF cells, HCMV-luciferase reporter, 72 h; stronger effect = lower value; activity change, negative = inhibition, % at 57.5 µM; actives 4.5% (n = 410,000); in the data active means activity change below about -60%; inconclusive means no clear call, values can overlap the other calls; inactive means above about -39%
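Two compound doses tested in HFFs infected with HCMV-luciferase, MOI 1 PFU/cell, 72 h at 37C. Lysate luminescence read with OneGlo; data normalized against buffer-only and 10uM Salinomycin inhibitor controls.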
AMA1 RON2 block = qHTS for Inhibitors of AMA1-RON; Towards Development of Antimalarial Drug Lead: Primary Screen; Plasmodium falciparum AMA1 (3D7) - RON2 peptide interaction; Potency, µM (top dose mostly 58.2 µM), without a hit: at the highest dose activity change, negative = inhibition, most hits filed as inhibitors; actives 0.2% (n = 360,000); AID 720542, 2013; AlphaScreen AMA1-biotinylated RON2 peptide binding;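 further: potency means the concentration at half of the fitted maximal effect; 0% = vehicle wells and -100% = peptide control; nearly all actives have a fitted effect of over 45% in size; some results filed as inactive show a strong effect at the top dose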
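AMA1 (3D7) with his tag at 25 nM final met compounds first, then biotinylated RON2 peptide at 25 nM; detection used donor plus acceptor beads, 10 µg/mL apiece, read by AlphaScreen after 30 min at room temperature.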
AmpC no deterg = qHTS Inhibitors of AmpC Beta-Lactamase (assay without detergent); AmpC nitrocefin hydrolysis, absorbance 480 nm, 0.0001% Triton; Potency, µM (series often up to 57.1 µM), without a hit: top-dose activity change, negative = inhibition, most hits filed as inhibitors; actives 0.52% (n = 330,000); AID 485341, 2010;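 further: potency means the concentration at half of the fitted maximal effect; plate controls were no compound for no effect and no enzyme for full effect; nearly all actives have a fitted effect of over 20% in size; some results filed as inactive show a strong effect at the top dose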
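20 mM phosphate pH 7.0 + 0.01% (detergent screen) or 0.0001% Triton X-100; 5.3 nM AmpC reagent; cpd preinc 15 min RT; nitrocefin (800 uM stock) to start; A480 q20 s × 4 min; Activity was normalised to no-enzyme and no-compound control wells.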
Active calls of the source: *; ? = inconclusive; / = not tested or not shown; [ ] = remark or other dose. Unless noted, the call rests on the fitted dose curve; in most records, active means well fitted curve in the direction sought with a large enough effect; inconclusive means small, poorly fitted or top-dose-only effect, or another doubt; inactive means no such curve, though single readings can be large; an effect the other way counts as inactive or inconclusive. Unless noted, on the % scale 0 is the no-effect control and ±100 the full control effect.

SMILES	Sm TGR inh	AmpC detergent	FBPA Giardia inh	HCMV inh	AMA1 RON2 block	AmpC no deterg
COC(=O)CSc1nnc(CNC(=O)c2ccccc2F)n1-c1ccccc1	32.3%	-3.0%	-2.3%	-7.4	0.7%	-1.7%
CCCCCCN=C(C)C1=C(O)C(C(=O)OC)C(C)(C)CC1=O (centres undefined)	-6.5%	-0.8%	-0.3%	-9.3	-3.3%	?
COc1ccc(C(=O)Nc2cc(C)on2)c(OC)c1	-7.2%	?	-3.8%	111.9	15.0%	-6.1%
Cc1c(-c2nc(-c3ccc(C(C)(C)C)cc3)no2)n(C)oc1=O	-6.8%	3.0%	-2.1%	97.1	-0.3%	-7.4%
Cc1ccc(NC(=O)c2cccc(S(=O)(=O)N3CCc4ccccc4C3)c2)nc1	0.1%	-24.2%	/	-9.3	-6.0%	-54.8%
NS(=O)(=O)c1ccc(CCNC(=O)CCc2nc3sc4c(c3c(=O)[nH]2)CCCC4)cc1	5.1%	1.2%	/	-28.8	-7.1%	-30.3%
COc1ccc2c(c1OC)C(=O)N(C(C)C(=O)O)C2=O (centres undefined)	6.9%	-4.9%	8.3%	-7.6	-4.4%	1.1%
COc1ccc(Cl)cc1S(=O)(=O)N1CCN(CC(=O)Nc2ccccc2C(F)(F)F)CC1	12.8%	6.6%	/	-22.3	/	/
CCCOC(=O)c1cccc(Nc2nc(CCC)cc(=O)[nH]2)c1	1.2%	-5.6%	/	?	/	/
CC(=O)NS(=O)(=O)c1ccc(NC(=O)C2c3ccccc3Oc3ccccc32)cc1	6.2%	-9.0%	25.0%	-35.6	-10.8%[2.32 µM]	-26.8%
COc1cc(NC(=S)Nc2cccnc2)cc(OC)c1OC	31.6µM*	-9.5%	-11.8%	-9.2	-1.4%	-11.3%
Cc1c(NC(=O)c2cc(-c3ccc(F)cc3)nc3ccccc23)c(=O)n(-c2ccccc2)n1C	/	/	/	-6.8	-3.5%	7.8%
CCOC(=O)c1ccc(N/C=C/C(=O)c2ccccc2)cc1	-2.3%	-0.9%	?	-23.5	-4.8%	-4.3%
Cc1nc(C)c(-c2ccn(C(=O)NC(C)C)n2)s1	9.5%	-8.9%	2.4%	51.4	11.4%	-12.7%
COC(=O)CCC(=O)NC(=S)Nc1ccccc1F	-9.5%	-5.3%	3.3%	-8.8	7.2%	-1.5%[2.29 µM]
CN(C(=O)COC(=O)C1(C)CC1(Cl)Cl)c1c(N)n(Cc2ccccc2)c(=O)[nH]c1=O (centres undefined)	2.6%	-13.2%	/	16.0	0.4%	-11.2%
CC(C)C(NC(=O)CN(c1cccc(F)c1)S(C)(=O)=O)C(C)C	0.0%	-10.3%	-2.0%	3.6	17.4%	-0.5%
CC(=O)Nc1ccc(S(=O)(=O)N2CCC(NC(C)=O)(c3cccc(F)c3)CC2)cc1	-26.4%	?	0.7%	-11.2	16.1%	1.1%
COC(=O)CC1C(=O)NCCN1C(=O)CSc1nnc(Nc2ccc(OC)cc2)s1 (centres undefined)	5.9%	4.7%	-8.2%	33.0	-4.3%	3.3%
Cc1ccc2oc(C(=O)Nc3ccc(S(=O)(=O)N4CCCC(C)C4)cc3)cc(=O)c2c1 (centres undefined)	8.4%	17.6%	/	6.1	/	/
CC1CCN(C(=O)c2ccc3c(c2NCCO)C(=O)c2ccccc2C3=O)CC1	25.0%	-7.0%	-6.4%	25.9	?	96.3%[activator]
O=c1/c(=C\c2ccc(O)cc2)sc2n1C(c1ccccc1)C(c1ccccc1)=NN=2 (centres undefined)	0.7%	6.6%	9.4%	4.7	-5.1%	-46.4%
O=C(NCc1ccccc1)c1nc2c(nnn2Cc2cccc(Cl)c2)c(=O)[nH]1	9.4%	-0.9%	-3.5%	16.5	21.4%	-17.6%
O=C(Cn1c(=O)c(=O)n(Cc2ccccc2)c2ccc(Cl)cc21)NCC1CCCO1 (centres undefined)	-2.6%	-0.1%	4.4%	-28.5	2.6%	-19.4%
COc1ccc(N(CN2C(=O)C3C4C=CC(C4)C3C2=O)C(=O)c2ccco2)cc1 (centres undefined)	2.7%	0.3%	-5.2%	3.9	-26.8%	-9.1%
Cc1ccc(S(=O)(=O)Nn2c(C)nnc2-n2nc(C)cc2C)cc1	-12.1%	-20.5%	?	7.0	-9.0%	-9.2%
Oc1ccc(C=NC2CCCCC2)c(O)c1	?	-5.1%	-3.5%	-18.2	4.5%	-19.3%
CC(C)(C)C1CCC(=NNC(=O)CN(c2ccccc2)S(=O)(=O)c2ccccc2[N+](=O)[O-])CC1 (centres undefined)	0.0%	?	-3.0%	-17.5	14.1%[11.6 µM]	?
O=C(COC(=O)c1cccc(S(=O)(=O)N2CCc3ccccc3C2)c1)NCc1ccco1	28.2µM*	?	-0.5%	-26.9	-6.0%	-46.1%
O=C(NCc1ccccc1CN1CCCCC1)c1ccc(Cl)cc1N1CCCC1=O	-1.0%	-1.2%	/	-5.9	-3.0%	-39.7%
C=CCNC(=S)Nc1ccc(OC)c(S(=O)(=O)N2CCOCC2)c1	?	?	-11.5%	-22.0	-4.5%	-26.2%
Cc1nc(C)c(C(=O)Nc2ccc(C)c(F)c2)o1	-13.3%	-13.9%	0.0%	53.3	11.5%	-22.7%
COc1ccccc1Nc1c2c(nc3ccc(NC(=O)c4cccc(F)c4)cc13)CCCC2	1.3%	-9.3%	/	-107.2*	/	/
O=C1NC2=C(CCc3ccccc32)C(c2ccc(Br)cc2)N1 (centres undefined)	50.1µM*	0.1%	?	-19.7	-3.0%	-15.5%
CCCC(=O)N1c2ccc(-c3csc(N)n3)cc2CC1C (centres undefined)	-10.6%	?	-3.1%	107.5	0.0%	-31.1%
COc1cccc(-n2c(SCc3ccc(F)cc3)nc3c([nH]c4ccccc43)c2=O)c1	5.3%	6.3%	/	-22.5	/	/
CCOc1ccccc1NC(=O)CN(c1cc(C)cc(C)c1)S(=O)(=O)c1c(C)noc1C	-2.4%	?	2.6%	48.4	-5.0%	-19.9%
Cc1ccccc1-c1nc(CS(=O)(=O)CC(=O)Nc2cc(Cl)cc(Cl)c2)c(C)o1	-0.4%	-10.2%	/	?	/	/
COC(=O)c1[nH]c2cccc(OC)c2c1NC(=O)CN1CC2(C)CC1CC(C)(C)C2 (centres undefined)	-0.8%	2.1%	-1.7%	-2.3	10.5%	-10.1%
O=C(O)/C=C\C(=O)NCc1ccccc1	-17.1%	-3.2%	5.3%	29.0	3.3%	-6.2%
COc1cccc(C(=O)NNC(=O)c2ccccc2)c1	1.7%	-0.4%	-3.1%	187.0	4.1%	-6.8%
Cc1cccc(CNC(=O)c2cc3cc(S(=O)(=O)N4CCCCC4)ccc3n2C)c1	-0.2%	-2.0%	/	32.0	/	/
CCCc1c(C(=O)N/N=C/c2cccnc2)nnn1-c1nonc1N	-24.1%	-0.6%	/	-11.8	19.5%	-5.9%
Nc1cccnc1Oc1ccc(F)cc1	1.9%	-4.3%	1.0%	?	-3.1%	-3.8%
Cc1nc(-c2ccc(S(=O)(=O)NCc3cccnc3)s2)cs1	-19.7%	2.6%	4.8%	-16.6	-11.0%	-6.2%
C=C(C)COc1ccc(-c2[nH]ncc2-c2ccccc2OC)c(O)c1	-31.6%	?	-20.0%	-21.2	98.5%[activator]	-19.9%
COc1ccc(/C=N/NC(=O)c2ccc(Br)cc2)cc1Cn1cc(Cl)cn1	2.7%	-4.6%	-0.2%	-8.6	-14.3%	-57.7%
O=C(NNC1=NS(=O)(=O)c2ccccc21)c1cccc([N+](=O)[O-])c1	-11.9%	-18.3%	?	-1.4	35.6%[activator]	-22.5%
CCN(CC)C(=O)Cn1cc(C(=O)C(=O)N2CCN(C)CC2)c2ccccc21	-25.9%	-4.4%	8.3%	4.4	4.7%	-6.8%
Cc1cc(OC(C)C(=O)N(Cc2ccc(N(C)C)cc2)Cc2ccco2)ccc1Cl (centres undefined)	2.3%	19.7%	/	-16.8	/	/
CC1=CCC2C(=O)N(c3cccc(C(=O)NC(C)c4ccccc4)c3)C(=O)C2C1 (centres undefined)	-43.8%	-0.9%	13.1%	-34.5	22.5%	-24.6%
CCN(C(=O)CSc1nc2nc(C)cc(C)n2n1)C1CCS(=O)(=O)C1 (centres undefined)	8.9%	1.8%	4.0%	-15.3	-5.4%	-10.9%
Cc1cc(C)c2nc(NC(=O)[C@@H](NC(=O)c3cccc(S(=O)(=O)N4CCOCC4)c3)C(C)C)sc2c1	-8.3%	-12.5%	1.2%	-38.6	5.0%	47.0%
CCCN(CCC)S(=O)(=O)c1cc(Br)cc2c1N(C(=O)CC)CC2	-4.4%	-1.2%	-26.2%	-18.6	-3.9%	53.5%
NC(=O)C1CCN(c2nnnn2-c2ccccc2)CC1	-1.0%	-2.4%	2.4%	7.7	-0.3%	-13.4%
O=C1N=C(N2CCOCC2)S/C1=C\c1ccccc1OS(=O)(=O)c1ccccc1	-30.0%	2.9%	1.8%	?	-4.6%	-4.5%
O=C(Nc1c2c(nn1-c1ccc(Cl)cc1)CS(=O)(=O)C2)c1ccc2c(c1)OCO2	-15.3%	-0.7%	-5.3%	-2.2	3.9%	-30.3%
O=C(NCCCN1CCOCC1)c1ccccc1NS(=O)(=O)c1cc([N+](=O)[O-])ccc1Cl	-14.8%	-7.4%	-5.4%	2.1	-7.4%	-31.7%
COc1ccccc1Nc1cc(C(=O)NCc2cccnc2)c2ccccc2n1	1.6%	1.3%	-0.7%	15.0	-17.4%	93.9%[activator]
Cc1ccc2c(C)c(C(=O)NCc3ccc(S(N)(=O)=O)cc3)oc2c1C	1.3%	-3.8%	-2.2%	-25.0	-12.9%	-10.2%
O=C(C[n+]1cccc2ccccc21)c1ccc(Cl)cc1	-3.4%	?	-2.2%	78.3	0.7%	-6.4%

Full records, quoted from the list. Screens in order: Sm TGR inh | AmpC detergent | FBPA Giardia inh | HCMV inh | AMA1 RON2 block | AmpC no deterg
NC(=O)C1CCN(c2nnnn2-c2ccccc2)CC1 is listed as -1.0% | -2.4% | 2.4% | 7.7 | -0.3% | -13.4%
C=C(C)COc1ccc(-c2[nH]ncc2-c2ccccc2OC)c(O)c1 is listed as -31.6% | ? | -20.0% | -21.2 | 98.5%[activator] | -19.9%
CCN(CC)C(=O)Cn1cc(C(=O)C(=O)N2CCN(C)CC2)c2ccccc21 is listed as -25.9% | -4.4% | 8.3% | 4.4 | 4.7% | -6.8%

Screens deposited in PubChem by National Center for Advancing Translational Sciences (NCATS).
